PP5 primary – PP5 phosphatase inhibitors, primary screen, biochemical, fluorescence; 320,000 tested, 0.18% active; inhibition, % at 6.7 µM; Serine/threonine-protein phosphatase 5 (Homo sapiens), P53041; purified PP5c, OMFP substrate fluorescence;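 active means inhibition above the campaign's mean inhibition across all tested compounds plus 3 SD, cut at about 9.5% in these data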;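 further: 0% = DMSO only and 100% = 100 µM cantharidin control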
EBNA-1 inh – EBNA-1 DNA-binding inhibitors, primary screen, biochemical, fluorescence polarization. inhibition, % at 14.8 µM. 300,000 tested, 0.34% active; in the data active means inhibition above about 28%
HCV core dimer – inhibitors of HCV core protein dimerization, primary screen, biochemical, TR-FRET, high-throughput. TR-FRET GST/Flag-core106 dimerization, 1536-well. inhibition, % at 5 µM. 300,000 tested, 0.33% active;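 active means inhibition above the mean of all tested compounds plus 3 SD, set per screening campaign, cut at about 45% in these data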
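System: GST/Flag-tagged HCV core106 proteins. Incubation: compound-protein-antibody incubation 4 h at 22.5 °C. Technique: HTRF with 340 nm excitation, 617/671 nm emission. Medium: KF-containing HEPES buffer, pH 7.45, DTT, CHAPS, BSA. Read-out: inhibition (%) from 671 over 617 nm ratio. Also added: Eu(K)-anti-GST 90 ng/mL plus XL665-anti-Flag 1 µg/mL.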
Fh CTSL1 inh – Fasciola hepatica cathepsin L1 inhibitors, primary screen, counter-screen for PFM18AAP inhibitor project, biochemical, QFRET, fluorogenic peptide substrate | recombinant F. hepatica cathepsin L1, Z-Leu-Arg-MCA fluorescence | inhibition, % at 5.96 µM | 300,000 tested, 0.49% active | AID 1906, 2009;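 active means inhibition above the mean of all tested compounds plus 3 SD, set per screening campaign, cut at about 17% in these data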;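 further: 0% = plate median of test compound wells and 100% = 1 µM Z-Phe-Ala-diazomethylketone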
PP1 inh – PP1-alpha phosphatase inhibitors, primary screen, counter-screen for PP5 inhibitor project, biochemical, fluorescence, OMFP substrate, single point | 320,000 tested, 0.9% active | inhibition, % at 6.7 µM | purified PP1alpha | AID 2235, 2010;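 active means inhibition above the mean inhibition of all tested compounds plus 3 SD, computed separately for each screening campaign, cut at about 15% in these data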
Target sequence (P62136 whole entry, looked up): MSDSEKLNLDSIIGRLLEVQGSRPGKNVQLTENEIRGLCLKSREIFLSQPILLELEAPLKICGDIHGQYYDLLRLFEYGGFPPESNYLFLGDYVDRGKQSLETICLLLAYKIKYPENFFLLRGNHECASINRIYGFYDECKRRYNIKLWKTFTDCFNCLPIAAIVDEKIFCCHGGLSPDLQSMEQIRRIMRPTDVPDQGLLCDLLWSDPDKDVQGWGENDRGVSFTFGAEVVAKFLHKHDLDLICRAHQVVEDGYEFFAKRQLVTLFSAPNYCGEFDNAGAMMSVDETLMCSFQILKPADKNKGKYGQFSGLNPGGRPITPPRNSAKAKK
ZTA DNA inh – counter-screen for EBNA-1 inhibitors: inhibitors of Epstein-Barr virus ZTA; ZTA-DNA binding, fluorescence polarization; inhibition, % at 11 µM; 320,000 tested, 0.15% active; AID 2234; in the data active means inhibition above about 33%
Target sequence (P03206 whole entry, looked up): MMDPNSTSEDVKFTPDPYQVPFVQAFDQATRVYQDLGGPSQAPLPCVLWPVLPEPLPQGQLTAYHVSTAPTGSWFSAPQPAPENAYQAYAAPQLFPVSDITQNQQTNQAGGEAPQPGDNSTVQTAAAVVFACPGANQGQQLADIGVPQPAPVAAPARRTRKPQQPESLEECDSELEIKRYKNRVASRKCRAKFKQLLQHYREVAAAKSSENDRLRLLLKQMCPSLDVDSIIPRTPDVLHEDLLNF
TPT1 inh – Candida albicans TPT1 enzyme inhibitors, primary screen, biochemical, fluorescence polarization. recombinant caTPT1, FP RNA substrate dephosphorylation. inhibition, % at 5 µM. 300,000 tested, 0.81% active;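 active means inhibition above the mean of all tested compounds plus 3 SD, set per screening campaign, cut at about 24% in these data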;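 further: plate controls were DMSO alone for no effect and ferristatin control at 100 nM for full effect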
CR mimetic SO – reduction of superoxide in aged yeast, primary screen, HTS. S. cerevisiae aged cells, superoxide DHE fluorescence; hits give low values. 330,000 tested, 0.18% active. superoxide response (% of plate mean), % at 10 µM;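 active means superoxide response under a set limit, about three screen SD below normal, cut at about 65% in these data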;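 further: yeast aged for seven days with compound at 30 °C before DHE staining; 100% = average MFI of all compound-treated wells on the plate with controls excluded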
JMJD2C inh – inhibitors of GASC-1 histone demethylase, primary screen, biochemical, fluorescence, DELFIA europium. GST-JMJD2C(1-420) H3K9me3 demethylation. inhibition, % at 2.35 µM. 330,000 tested, 0.069% active. AID 2099, 2009;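 active means more than half of a compound's replicate wells show inhibition beyond 50%, single wells judged on their own value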;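 further: signal counts dimethyl H3K9 product captured on neutravidin plate; 0% = median of DMSO wells and 100% = 0.3 times that DMSO median; strong numbers were not always called active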
Target sequence (Q9H3R0 1-420 limits assumed): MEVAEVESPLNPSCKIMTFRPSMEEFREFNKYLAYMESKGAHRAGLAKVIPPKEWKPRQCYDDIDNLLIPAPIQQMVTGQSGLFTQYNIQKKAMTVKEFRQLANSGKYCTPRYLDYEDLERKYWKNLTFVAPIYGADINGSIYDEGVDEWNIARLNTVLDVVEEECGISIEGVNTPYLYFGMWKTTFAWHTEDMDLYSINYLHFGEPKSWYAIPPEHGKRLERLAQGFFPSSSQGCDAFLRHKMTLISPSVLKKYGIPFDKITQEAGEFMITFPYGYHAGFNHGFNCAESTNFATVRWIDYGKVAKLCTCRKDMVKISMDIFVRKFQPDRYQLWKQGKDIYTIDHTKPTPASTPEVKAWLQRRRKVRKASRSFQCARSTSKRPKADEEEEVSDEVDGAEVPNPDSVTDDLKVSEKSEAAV
Starred values were filed as active, the others as inactive; x = no result given.

SMILES	PP5 primary	EBNA-1 inh	HCV core dimer	Fh CTSL1 inh	PP1 inh	ZTA DNA inh	TPT1 inh	CR mimetic SO	JMJD2C inh
CC(=O)NC(C)c1cc(F)c2cccnc2c1O (configuration not stated)	-2.2	x	x	x	2	-10	x	90	3
O=C(NC(=S)NCCc1ccccn1)c1ccco1	2.2	-9	1	-2	4	-3	4	90	-2
c1ccc(COc2ccc(OCCCNC3CCCC3)cc2)cc1	0.3	7	-10	-2	2	-1	-3	109	-5
Cc1cc(C=O)c(O)cc1O	0.1	-9	1	2	-1	9	2	91	-13
O=C1NC(=O)C(Cc2c[nH]c3ccccc23)N1 (configuration not stated)	-0.4	7	8	-1	1	8	-2	98	9
O=C(CCCN1C(=O)/C(=C/c2cccc(Br)c2)SC1=S)NCCCN1CCOCC1	3.8	-11	-3	-3	3	-19	0	109	6
NS(=O)(=O)c1ccc(CCNS(=O)(=O)c2ccc(Cl)cc2)cc1	-1.1	6	0	3	-2	1	0	103	-4
COC(=O)CCC(=O)OC1(C)C(=O)C2=CN(Cc3ccc(OC)cc3)C(c3ccc(OC)cc3)=CC2=C(Br)C1=O (configuration not stated)	3.9	3	13	-6	9	-2	14	90	-4
COCC(=O)NC1CCN(C(=O)NCc2ccccc2)CC1	0.7	-6	0	0	0	0	1	115	-13
Cc1cc(-c2ccc(/C=N/n3cnnc3)o2)c(C)c([N+](=O)[O-])c1	2.9	-14	-2	-2	1	8	-4	103	2
CCOC(=O)c1c(NC(=S)Nc2ccc(OCC)cc2)sc2c1CCN(C)C2	0.8	2	-1	-2	2	6	48*	98	x
CCOc1[nH]n(-c2ccccc2)c(=O)c1C=Nc1ccc(F)cc1F	3.2	-8	-2	-1	-4	-2	-4	94	7
Cn1nnc2cc(C(=O)Nc3ccc(Cl)cc3)ccc21	-0.8	7	12	1	0	14	-3	123	-21
COc1ccccc1NC(=O)N(CCN(C)C)Cc1cc2cc(C)ccc2[nH]c1=O	-0.2	12	-2	-4	0	4	-3	109	-33
O=C(COC(=O)/C=C/c1cc(Br)ccc1F)Nc1ccc2[nH]c(=O)[nH]c2c1	-2.2	20	7	-7	12	-1	1	104	2
COc1ccc(S(=O)(=O)c2ccc(OC)cc2)cc1	0.3	0	1	-1	-3	1	-3	109	8
O=C1N/C(=N/S(=O)(=O)c2ccccc2)S/C1=C/c1cccnc1	2.6	16	6	1	0	-21	0	101	-3
CC1=C2C(=O)OC(c3ccoc3)C2(C)CCC1 (configuration not stated)	1.2	2	1	0	0	-2	2	79	-4
CN(C(=O)c1cccnc1)c1nnc(-c2cnccn2)s1	1.6	-2	5	0	-5	2	-7	99	7
COc1ccc(N2C(=O)C(Cl)=C(Nc3c(C)n(C)n(-c4ccccc4)c3=O)C2=O)cc1	-1.5	-1	-6	-5	3	-14	-1	101	-15
O=C(NNC(=O)c1cccnc1)Nc1ccc([N+](=O)[O-])cc1	1.0	2	-6	0	-3	-13	-2	109	2
Cc1c(C#N)c(O)[nH]c(=O)c1N=Nc1ccc(S(N)(=O)=O)cc1	4.1	-8	5	1	-1	9	25*	99	-12
COc1ccc(OC)c(NC(=O)CSc2nn3c(=O)c(C)nnc3s2)c1	3.9	1	-9	0	-4	-3	3	96	4
Cc1ccc(S(=O)(=O)NC(C)(C)CN2CCCCC2)cc1	2.7	-9	0	1	2	-10	-3	95	-5
O=C(O)c1cc(-c2c[nH]c3ccccc23)nc2cc3ccccc3cc12	-2.5	6	10	2	0	12	10	98	4
CCCC(=O)Nc1sc2c(c1C#N)CC(C)(C)NC2(C)C	0.9	-13	-2	0	-4	5	0	100	-2
COc1ccc(CCNS(=O)(=O)c2cccs2)cc1	1.0	1	2	-2	2	-7	2	99	-4
CC(=O)N1CCOc2ccc(S(=O)(=O)NCCc3ccc(Cl)cc3)cc21	-0.5	-1	-4	-3	-3	17	3	86	-2
CCCNC(=O)c1nn2cc(Br)cnc2c1Cl	-0.8	-5	2	7	-2	9	-1	80	39
O=C(/C=C/c1ccccc1)Nc1ncn[nH]1	4.6	0	0	-14	0	-9	1	102	-5
Cc1cc2oc(=O)cc(CN3CCN(Cc4ccccc4)CC3)c2cc1Cl	2.5	1	-2	1	-1	-5	17	87	x
CC1CCCC(C)N1C(=O)COC(=O)CCc1nc2ccccc2c(=O)[nH]1 (configuration not stated)	-1.7	12	3	1	-2	4	0	100	-18
COc1ccc(NC(=O)CCNS(=O)(=O)c2ccc3c(c2)c(=O)n(C)c(=O)n3C)cc1	0.2	6	-5	3	3	13	-2	86	-4
CC1CCCN(C(=O)CN(C)S(=O)(=O)c2ccc3c(c2)c(=O)n(C)c(=O)n3C)C1 (configuration not stated)	-4.4	-17	-9	-7	-7	1	1	109	-5
N/C(=N\OC(=O)COc1ccc(Cl)cc1Br)c1cccnc1	0.3	1	1	-4	-1	9	-1	141	4
Cc1ccc(-c2nnc(SCC(=O)N/N=C/c3ccc(C)s3)n2-c2ccccc2)cc1	2.6	-7	10	0	-1	-8	-4	105	-7
CCCCC(=O)Nc1cc(C(=O)NCCc2ccccc2)ccc1Cl	2.2	2	-3	-3	-3	-26	-1	97	-4
CCOC(=O)c1c(NC(=O)C(Sc2ccccc2)c2ccccc2)sc(C(=O)N(C)C)c1C (configuration not stated)	3.2	6	14	2	7	16	0	97	1
CCCN(C(=O)CSCc1c(C)noc1C)c1c(N)n(Cc2ccccc2)c(=O)[nH]c1=O	0.4	4	0	-11	-5	2	-3	94	-24
COc1ccc(Cl)cc1NC(=O)COC(=O)CNC(=O)C1CCCCC1	0.8	x	x	x	-4	-27	x	114	-1

Complete entries, quoted from the list:
`CC(=O)N1CCOc2ccc(S(=O)(=O)NCCc3ccc(Cl)cc3)cc21` as listed: PP5 primary: -0.5; EBNA-1 inh: -1; HCV core dimer: -4; Fh CTSL1 inh: -3; PP1 inh: -3; ZTA DNA inh: 17; TPT1 inh: 3; CR mimetic SO: 86; JMJD2C inh: -2
`O=C(/C=C/c1ccccc1)Nc1ncn[nH]1` as listed: PP5 primary: 4.6; EBNA-1 inh: 0; HCV core dimer: 0; Fh CTSL1 inh: -14; PP1 inh: 0; ZTA DNA inh: -9; TPT1 inh: 1; CR mimetic SO: 102; JMJD2C inh: -5

Next section:
SMILES	PP5 primary	EBNA-1 inh	HCV core dimer	Fh CTSL1 inh	PP1 inh	ZTA DNA inh	TPT1 inh	CR mimetic SO	JMJD2C inh
Cc1nnc(NC(=O)C(C)Oc2ccc3c(C)cc(=O)oc3c2)s1 (configuration not stated)	-0.7	-4	1	-1	0	-4	5	110	-8
COc1c2occc2c(OC)c2c(=O)cc(C)oc12	-1.6	5	14	-3	-6	4	-2	98	-19
CC(C)Oc1ccc(C(=O)NC2CCCCC2)cc1	-0.7	-8	0	0	-2	-18	-1	114	-14
CCN(c1cccc(C)c1)S(=O)(=O)c1ccc2c(c1)CCCN2C(C)=O	4.7	-6	2	-1	2	-7	0	95	5
COc1cccc2oc3cc(C#Cc4ccccn4)ccc3c(=O)c12	-1.1	-7	10	-4	-4	-7	0	92	2
CC(C)CCn1nnnc1C(c1ccccc1)N1CCC(C(N)=O)CC1 (configuration not stated)	0.2	-20	8	5	5	23	7	115	2
O=C(CCSCCc1ccccn1)Nc1ccccn1	0.6	0	0	-3	1	-2	-2	93	6
O=C(COc1ccccc1C(=O)NCc1ccccc1)Nc1ccccc1	1.4	x	x	x	2	-15	x	89	-7
Cc1ccn2c(CNC(C)CCn3cccn3)c(C(=O)N3CCCCCC3)nc2c1 (configuration not stated)	3.2	-2	-1	0	-1	4	4	99	1
Cc1ccc(S(=O)(=O)NN2C(=O)/C(=C/c3ccccn3)SC2=S)cc1	-4.0	4	-3	6	0	-15	-3	81	5
O=C(CSc1n[nH]c(-c2ccco2)n1)Nc1ccc(Br)cc1	1.5	2	3	-1	-1	7	-3	101	4
O=C(NCCN1CCCC1)c1ccc(CS(=O)(=O)c2c(Cl)cccc2Cl)o1	0.6	7	2	0	-7	-18	0	106	7
O=C1NCCN1c1ncc([N+](=O)[O-])s1	-1.9	12	7	-1	-5	13	-2	94	x
Cc1cccn2c(=O)c(C=C(C#N)C#N)c(N3CCN(c4cccc(Cl)c4)CC3)nc12	-7.5	0	23	12	-2	3	4	113	1
CCOC(=O)CSc1snnc1-c1ccccc1	-1.9	-5	-1	0	-4	-4	-1	97	-3
O=C(O)Cc1csc(-c2ccccc2)n1	0.6	6	-3	0	-2	-10	-5	100	1
CCOC(=O)c1c(NC(=O)CC)sc(C(=O)NC2CCCC2)c1C	4.3	-3	-4	0	1	-4	0	101	-3
NS(=O)(=O)c1ccc(CCNC(=O)c2ccccc2OCc2ccc(F)cc2)cc1	0.6	-4	14	6	-1	5	-1	104	-34
CCCCCc1ccc(OCCCC[n+]2cccc(C)c2)c(CCCCC)c1	3.3	-6	-10	1	14	5	-2	100	-16
Cc1ccc(S(=O)(=O)N[C@H](C(=O)Oc2ccc3c(C(F)(F)F)cc(=O)oc3c2)c2ccccc2)cc1	0.2	4	5	2	-4	-1	-15	86	-5
FC(F)(F)c1cccc(Cn2nnnc2-c2ccc(Cl)cc2)c1	4.8	-6	1	-1	4	1	3	129	24

Some of the entries so far, with bars between the fields.
smiles | PP5 primary | EBNA-1 inh | HCV core dimer | Fh CTSL1 inh | PP1 inh | ZTA DNA inh | TPT1 inh | CR mimetic SO | JMJD2C inh
Cc1ccn2c(CNC(C)CCn3cccn3)c(C(=O)N3CCCCCC3)nc2c1 (configuration not stated) | 3.2 | -2 | -1 | 0 | -1 | 4 | 4 | 99 | 1
Cc1ccc(S(=O)(=O)NN2C(=O)/C(=C/c3ccccn3)SC2=S)cc1 | -4.0 | 4 | -3 | 6 | 0 | -15 | -3 | 81 | 5
O=C(CSc1n[nH]c(-c2ccco2)n1)Nc1ccc(Br)cc1 | 1.5 | 2 | 3 | -1 | -1 | 7 | -3 | 101 | 4
O=C(NCCN1CCCC1)c1ccc(CS(=O)(=O)c2c(Cl)cccc2Cl)o1 | 0.6 | 7 | 2 | 0 | -7 | -18 | 0 | 106 | 7
O=C1NCCN1c1ncc([N+](=O)[O-])s1 | -1.9 | 12 | 7 | -1 | -5 | 13 | -2 | 94 | x
Cc1cccn2c(=O)c(C=C(C#N)C#N)c(N3CCN(c4cccc(Cl)c4)CC3)nc12 | -7.5 | 0 | 23 | 12 | -2 | 3 | 4 | 113 | 1
CCOC(=O)CSc1snnc1-c1ccccc1 | -1.9 | -5 | -1 | 0 | -4 | -4 | -1 | 97 | -3
O=C(O)Cc1csc(-c2ccccc2)n1 | 0.6 | 6 | -3 | 0 | -2 | -10 | -5 | 100 | 1
CCOC(=O)c1c(NC(=O)CC)sc(C(=O)NC2CCCC2)c1C | 4.3 | -3 | -4 | 0 | 1 | -4 | 0 | 101 | -3
NS(=O)(=O)c1ccc(CCNC(=O)c2ccccc2OCc2ccc(F)cc2)cc1 | 0.6 | -4 | 14 | 6 | -1 | 5 | -1 | 104 | -34
CCCCCc1ccc(OCCCC[n+]2cccc(C)c2)c(CCCCC)c1 | 3.3 | -6 | -10 | 1 | 14 | 5 | -2 | 100 | -16
Cc1ccc(S(=O)(=O)N[C@H](C(=O)Oc2ccc3c(C(F)(F)F)cc(=O)oc3c2)c2ccccc2)cc1 | 0.2 | 4 | 5 | 2 | -4 | -1 | -15 | 86 | -5
FC(F)(F)c1cccc(Cn2nnnc2-c2ccc(Cl)cc2)c1 | 4.8 | -6 | 1 | -1 | 4 | 1 | 3 | 129 | 24

Screens: PubChem BioAssay, several laboratories

This is a random part of the collection; 3.1% or so of the library scored in one or more.
